Screening data (PubChem)
KCNK3 block – human KCNK3 channel inhibition, primary screen; B-score at 10 µM; CHO-KCNK3 thallium flux, FluxOR fluorescence; stronger effect = lower value; AID 602410; actives 0.84% (n = 340,000);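 active = B-score under library mean minus 4 SD, starting fluorescence ratio at most library mean plus 5 SD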;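 also: more negative B-score means stronger inhibition of thallium flux through KCNK3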
TRPC4 PAM – TRPC4 (mouse) allosteric potentiation; Q9QUQ5; HEK293 TRPC4beta/mu-opioid, DAMGO EC20, Fluo-4 Ca2+ flux; stronger effect = higher value; B-score at 10 µM; actives 0.42% (n = 310,000); AID 2227;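 active = B-score of calcium response area above 5 SD of library B-scores, with initial fluorescence ratio within 5 SD of library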;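 also: B-score of integrated fluorescence ratio over time as area under calcium response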
Target sequence (Q9QUQ5 whole entry, looked up): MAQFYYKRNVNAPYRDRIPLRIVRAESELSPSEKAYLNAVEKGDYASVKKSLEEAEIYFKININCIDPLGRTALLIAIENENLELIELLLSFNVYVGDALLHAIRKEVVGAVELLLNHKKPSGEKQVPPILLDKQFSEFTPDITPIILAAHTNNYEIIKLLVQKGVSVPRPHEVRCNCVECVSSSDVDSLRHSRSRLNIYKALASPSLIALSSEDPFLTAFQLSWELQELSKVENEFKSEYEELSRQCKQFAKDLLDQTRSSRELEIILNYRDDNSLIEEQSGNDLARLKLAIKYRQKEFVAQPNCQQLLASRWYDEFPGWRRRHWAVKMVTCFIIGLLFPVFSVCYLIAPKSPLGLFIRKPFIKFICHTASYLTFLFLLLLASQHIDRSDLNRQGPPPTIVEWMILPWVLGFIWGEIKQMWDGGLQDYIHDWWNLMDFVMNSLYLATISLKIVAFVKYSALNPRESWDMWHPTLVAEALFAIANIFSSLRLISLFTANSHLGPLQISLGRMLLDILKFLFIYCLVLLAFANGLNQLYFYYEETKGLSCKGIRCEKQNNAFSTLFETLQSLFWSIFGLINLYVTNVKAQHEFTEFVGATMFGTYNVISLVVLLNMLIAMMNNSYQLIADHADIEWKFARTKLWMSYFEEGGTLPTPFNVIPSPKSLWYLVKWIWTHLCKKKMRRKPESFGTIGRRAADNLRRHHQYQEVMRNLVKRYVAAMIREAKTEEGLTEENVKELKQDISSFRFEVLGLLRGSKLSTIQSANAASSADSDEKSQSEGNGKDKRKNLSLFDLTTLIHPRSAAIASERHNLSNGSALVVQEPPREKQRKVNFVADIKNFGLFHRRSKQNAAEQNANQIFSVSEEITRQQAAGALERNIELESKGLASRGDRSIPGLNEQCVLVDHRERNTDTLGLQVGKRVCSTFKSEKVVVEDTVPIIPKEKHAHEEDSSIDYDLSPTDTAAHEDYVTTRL
ANO1 block – mouse TMEM16A channel inhibition, primary screen; HEK293 TMEM16A/YFP iodide influx fluorescence, ionomycin; normalized B-score (activity score, 25-100; higher = stronger inhibition) at 10 µM; actives 1.2% (n = 310,000); Q8BHY3; AID 588511;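 active = ratio plate-corrected score three or more library SD toward inhibition, starting fluorescence score within five deviations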;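 also: score derived from kinetic fluorescence span divided by baseline fluorescence per well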
KCNQ1 inh – inhibitors of human KCNQ1 potassium channel | CHO-K1 KCNQ1, FluxOR thallium flux fluorescence; stronger effect = higher value | B-score at 10 µM | actives 1.3% (n = 310,000);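 active = compounds whose thallium flux B-score, printed positive for inhibition, exceeds three library SD while starting fluorescence stays within three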;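 also: channel opened by potassium depolarization with thallium stimulus after 20 min compound exposure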
TRPC4 agonist – TRPC4 (mouse) channel activation; Q9QUQ5; actives 0.49% (n = 310,000); B-score at 10 µM; HEK293 TRPC4beta/mu-opioid, Fluo4 calcium fluorescence; stronger effect = higher value;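 active = B-score above 5 SD of library B-scores, and initial fluorescence ratio not above library mean plus 5 SD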;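 also: positive B-score marks a calcium rise read as TRPC4 activation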
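Material: HEK293 stable line with TRPC4beta plus mu-opioid receptor; technique: Fluo4 calcium-sensitive dye fluorescence, kinetic, 1 Hz baseline; timing: Fluo4 dye loading 45 min at room temperature, 110 s recording; controls: assay buffer as low control, maximal DAMGO as high control; read-out: integrated baseline-normalised fluorescence ratio, converted to per-well B score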
KCNQ1 act – potentiators or activators of human KCNQ1 potassium channel | P51787 | CHO-K1 KCNQ1, thallium flux FluxOR fluorescence; stronger effect = higher value | B-score at 10 µM | actives 0.35% (n = 310,000) | AID 2648;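 active = fluorescence ratio B-score, a plate-corrected score, at least three library SD, with initial intensity B-score within 5 SD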
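Material: CHO-K1 cells stably expressing KCNQ1. Medium: assay buffer for compound exposure, DMSO matched across wells. Reagent: K+/Tl+ depolarizing stimulus. Compound dosing: single-concentration screen. Times: 37 °C overnight plating, 90-min dark dye load, 20-min compound pretreatment. Technique: FluxOR Tl+ flux fluorescence.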
KCNK9 block – human KCNK9 channel inhibition; Q9NPC2; HEK293 KCNK9, FluxOR thallium flux fluorescence; stronger effect = lower value; B-score at 10 µM; actives 1.2% (n = 310,000);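 active = ratio B-score over 3 SD below the library mean, with starting fluorescence within 5 SD of its mean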;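 also: negative B-score means less thallium flux so channel inhibition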
HDAC3 inhib – inhibitors of human histone deacetylase 3 | recombinant HDAC3, fluorogenic peptide/trypsin coupled, fluorescence | inhibition, % at 8.3 µM | O15379 | actives 0.15% (n = 320,000); in the data active = inhibition above about 26%, passing the limit was not always enough; inconclusive = no clear call, values can overlap the other calls
Dyrk1A ADPGlo – inhibitors of rat Dyrk1A kinase; ADP-Glo luminescence, NFATc1 peptide; inhibition, % at 12.5 µM; Q63470; AID 504441; actives 0.43% (n = 310,000); in the data active = inhibition above about 50%;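 also: plate controls were vehicle with enzyme for no effect and no enzyme for full effect; many of its hits are not listed in these tables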
hERG rescue – shields human hERG channel from block by proarrhythmic agents. CHO-hERG, FluxOR thallium flux, dofetilide IC70 present. activation (rescue from dofetilide block), less the hit threshold, % at 10 µM. actives 0.51% (n = 310,000). AID 1511;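 active = activation above the mean of controls blocked by dofetilide plus 5 SD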;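 also: thallium influx through hERG after potassium depolarization seen as dye fluorescence rise; in these data hits start at about 4.7%; inactives centre near -7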
ANO1 activ – mouse TMEM16A channel activation, primary screen; HEK293 TMEM16A/YFP-H148Q/I152L, iodide quench fluorescence; stronger effect = lower value; B-score at 10 µM; actives 0.3% (n = 340,000);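 active = fluorescence-ratio B-score plate-corrected deviation score at least 3 library SD below zero, with starting fluorescence score within 5 deviations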;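 also: channel opened by trigger with iodide after compound preincubation; score built on the fluorescence ratio of max minus min over baseline; more negative score means more quench and so TMEM16A activation or potentiation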
Numbers without * were called inactive; i = inactive; ? = inconclusive; · = no result given; & = joins results of further samples.

SMILES	KCNK3 block	TRPC4 PAM	ANO1 block	KCNQ1 inh	TRPC4 agonist	KCNQ1 act	KCNK9 block	HDAC3 inhib	Dyrk1A ADPGlo	hERG rescue	ANO1 activ
O=C(CSc1ncnc2nc[nH]c12)c1ccc([N+](=O)[O-])cc1	i	i	i	i	i	i	i	8	-1	-2	i
CSc1ccc(/C=N/NC(=O)CN2CCN(Cc3ccc(C)cc3)CC2)cc1	i	i	i	i	i	i	i	3	-4	-12	i
CS(=O)(=O)NCCSCc1ccccc1	i	i	i	i	i	i	i	-5	2	-5	i
CCOC(=O)c1c(NC(=S)N2CCOCC2)sc2c1CCN(C(=O)OCC)C2	i	i	i	i	i	i	i	?	·	-7	i
CCOC(=O)CNC(=O)c1ccc(C#CC2(O)CCCCC2)cc1	i	i	i	i	i	i	i	2	-2	-10	i
Cc1c(-n2cc(C(=O)c3cc(F)ccc3O)cc(C#N)c2=O)c(=O)n(-c2ccccc2)n1C	i	i	i	i	i	i	i	11	0	-10	i
CN(C(=O)CSc1nnc(N)s1)C1CCCCC1	i	i	i	i	i	i	i	·	-10	-10	i
CN(c1ccccc1)S(=O)(=O)c1ccc(C(=O)Nc2nnc(C3=COCCO3)o2)cc1	i	i	i	i	i	i	i	9	-2	-9	i
CN(C)c1ccc(C(CNC(=O)Cc2cccc3ccccc23)N(C)C)cc1 (configuration not stated)	i	i	i	i	77*	i	i	11	-6	-4	i
Cc1ccc(C(=O)C[n+]2cc(-c3ccccc3)n3c2CCCCC3)cc1	i	i	i	i	i	i	i	-2&-1	2&11	-16&-19	i
COc1ccc2[nH]c(C(=O)NCCN3CCOCC3)cc2c1	i	i	i	i	i	i	i	-27	7	-3	i
Cc1ccc(-c2nc3c(c(=O)c4ccccc4n3C)c(=O)n2Cc2ccco2)cc1	i	i	i	i	i	i	i	-3	·	-5	i
Oc1ccccc1/C=N/n1c2ccccc2c2ccccc21	i	i	i	i	i	i	i	-2	1	1	i
CCNc1nc(OCC)nc(N2CCC(Cc3ccccc3)CC2)n1	i	i	i	i	i	i	i	-1	-6	-16	i
CCOC(=O)c1nnn(CC(=O)Nc2cccc(OC)c2)c1C(=O)OCC	i	i	i	i	i	i	i	1	-9	1	·
CCOc1ccc(OCCC(=O)OCC(=O)NNC(=O)c2ccccc2)cc1	i	i	i	i	i	i	i	-4	11	-10	i
CCCOP(=O)(c1ccc(N(C)C)cc1)C(O)c1ccc(Cl)cc1Cl (configuration not stated)	i	10*	i	i	i	i	i	1	1	-6	i
Cn1c(SCC(=O)NC(c2ccccc2)c2ccccc2)nnc1-c1cccs1	i	i	i	i	i	i	i	11	-6	-1	i
O=C(Nc1cnn(Cc2ccccc2)c1)c1nc2ncccn2n1	i	i	i	i	i	i	i	-5	11	-13	i
C#CCSC1=C(C#N)C(c2cccs2)C(C(=O)OCC)=C(C)N1 (configuration not stated)	i	i	i	i	i	i	i	-1	1	-13	i

Ordered by value in Dyrk1A ADPGlo (falling): five from the list above
molecule	Dyrk1A ADPGlo
CS(=O)(=O)NCCSCc1ccccc1	2
Oc1ccccc1/C=N/n1c2ccccc2c2ccccc21	1
Cc1c(-n2cc(C(=O)c3cc(F)ccc3O)cc(C#N)c2=O)c(=O)n(-c2ccccc2)n1C	0
CSc1ccc(/C=N/NC(=O)CN2CCN(Cc3ccc(C)cc3)CC2)cc1	-4
CN(C)c1ccc(C(CNC(=O)Cc2cccc3ccccc23)N(C)C)cc1 (configuration not stated)	-6

Additional results.
SMILES	KCNK3 block	TRPC4 PAM	ANO1 block	KCNQ1 inh	TRPC4 agonist	KCNQ1 act	KCNK9 block	HDAC3 inhib	Dyrk1A ADPGlo	hERG rescue	ANO1 activ
CC(OC(=O)Cc1ccc(Br)cc1)C(=O)NC1CCCCC1C (configuration not stated)	i	i	i	i	i	i	i	-8	-3	-8	i
CCc1noc(C)c1C(=O)Nc1nc(-c2ccc(Cl)cc2Cl)cs1	i	i	i	i	i	i	i	1	·	-7	i
Cc1ccc2c(c1)c1c3n2CCN=C3CCC1	i	i	i	i	i	i	i	5	7	-20	i
CC1(C)CC(NCc2cccc([N+](=O)[O-])c2)CC(C)(C)N1	i	i	i	i	i	i	i	4	2	-7	i
COc1ccc(Br)cc1C(=O)N/N=C/c1ccc([N+](=O)[O-])cc1	i	i	i	i	i	i	i	-5	-7	-2	i
Cc1ccc(CN=C2Nc3ccccc3CS2)cc1	i	i	i	i	i	i	i	7	-2	-11	i
CCOC(=O)c1c(C)n(C)c2cc([N+](=O)[O-])c(O)c([N+](=O)[O-])c12	i	i	i	i	i	i	i	2	10	-2	i
COc1cc(-c2nc(CN(C)Cc3nnc(C)o3)c(C)o2)ccc1F	i	i	i	i	i	i	i	-2	5	-7	i
CC(C)CCNC(=O)c1ccc(C2SCC(=O)N2Cc2ccco2)cc1 (configuration not stated)	i	i	i	i	i	i	i	1	4	-6	i
Cc1cc(C(=O)OC(C)C(=O)Nc2nc(-c3ccccc3)cs2)c(C)o1 (configuration not stated)	i	i	25*	i	i	i	i	-4	0	-8	i
CC(=O)/C(N=Nc1cc2c(cc1[N+](=O)[O-])OCCO2)=C(\C)O	i	i	i	i	i	i	i	-11	-5	-7	i
COc1cc(CNc2ccc3[nH]c(=O)[nH]c3c2)ccc1OCc1ccccc1	i	i	i	i	i	i	i	7	-5	-2	i
COc1ccc([N+](=O)[O-])cc1N(CC(=O)NCC1CCCO1)S(C)(=O)=O (configuration not stated)	i	i	i	i	i	i	i	-9	-5	-6	i
O=C(NCC1CCN(Cc2ccccc2F)CC1)Nc1cc(F)ccc1F	i	i	i	i	i	i	i	0	1	-6	i
Cc1cc(NS(=O)(=O)c2ccc(NC(=O)C(F)(F)F)cc2)nc(C)n1	i	i	i	i	i	i	i	2	-1	-1	i
COc1ccc(C(=O)Nc2ccc(S(=O)(=O)Nc3cnc4ccccc4n3)cc2)cc1	i	i	i	i	i	i	i	-11	-10	-7	i
COc1ccccc1N(CC(=O)NCc1cccnc1)S(C)(=O)=O	i	i	i	i	i	i	i	-2	0	3	i
CC(C)c1cc(CNC(=O)c2cc(COc3cncc(Cl)c3)on2)on1	i	i	·	i	i	i	i	·	-1	-6	i
CN(Cc1nnc(SCC(=O)NCCc2ccccc2)n1C)S(=O)(=O)c1ccccc1	i	i	i	i	i	i	i	-2	-6	-8	i
COc1ccc(C(=O)Nc2ccccc2C(=O)N2CCCCCC2)cc1	i	i	i	i	i	i	i	2	1	-5	i
N#CCCSc1nc(N2CCOCC2)c2c(c1C#N)CCCC2	i	i	i	i	i	i	i	3	38	-16	i
Cc1ccc(C)c(NC2=NC3(CCCCC3)N=C(N)N2)c1	i	i	i	i	i	i	i	3	0	-6	i
Cc1ccc(C(C)C)c(OCc2ccc(C(=O)N/N=C/c3ccc(C(=O)O)cc3)cc2)c1	i	i	i	i	i	i	i	-3	0	-12	i
COc1ccccc1Oc1ccc2c(c1)C(=O)N(c1cccc(O)c1)C2=O	i	i	i	i	i	i	i	-6	·	-5	i
CCOC(=O)c1c(NC(=S)Nc2ccc(F)cc2)sc2c1CCC2	i	i	i	i	i	i	i	-6	-2	-9	i
NC(=O)/C(=C\c1cccnc1)NC(=O)c1ccccc1	i	i	i	i	i	i	i	-4	-7	-6	i
Cc1sc(NC(=O)CN2CCN(c3ccccn3)CC2)c(C#N)c1C	i	i	i	i	i	i	i	4	-3	-2	i
COc1ccccc1NC(=O)c1ccc2[nH]c(C)c(C)c2c1	i	i	i	i	i	i	i	-8	2	-2	i
O=C(COc1cccnc1[N+](=O)[O-])NCc1cccs1	i	i	i	i	i	i	i	-1	0	-10	i
CCN1CCN(c2ccc([N+](=O)[O-])cc2C(=O)c2ccc(Cl)cc2)CC1	i	i	i	i	i	i	i	-8	4	-13	i

Next section, overlapping the part above by 2 compounds.
SMILES	KCNK3 block	TRPC4 PAM	ANO1 block	KCNQ1 inh	TRPC4 agonist	KCNQ1 act	KCNK9 block	HDAC3 inhib	Dyrk1A ADPGlo	hERG rescue	ANO1 activ
O=C(COc1cccnc1[N+](=O)[O-])NCc1cccs1	i	i	i	i	i	i	i	-1	0	-10	i
CCN1CCN(c2ccc([N+](=O)[O-])cc2C(=O)c2ccc(Cl)cc2)CC1	i	i	i	i	i	i	i	-8	4	-13	i
CCC(Sc1nnc(-c2ccco2)n1C)C(=O)Nc1nnc(C)s1 (configuration not stated)	i	i	i	i	i	i	i	-2	-5	-8	i
COc1ccc2c3c1O[C@H]1C[C@@H](O)C=C[C@@]31CCN(C)C2	i	i	i	i	i	i	i	-4	3	-7	i
O=C(CC1C(=O)NCCN1Cc1c(F)cccc1Cl)NC1CCCC1 (configuration not stated)	i	i	i	i	i	i	i	-8	-8	-12	i
CC(OC(=O)/C=C/c1ccc(Br)cc1)C(=O)N1CCOCC1 (configuration not stated)	i	i	i	i	i	i	i	3	-7	-14	i
S=c1[nH]nc(C2CCCCC2)n1Cc1ccccc1	i	i	i	i	i	i	i	6	0	-9	i
CCOc1ccc(NS(=O)(=O)c2ccc(C(=O)NC3CCN(Cc4ccccc4)CC3)cc2)cc1	i	i	i	i	49*	i	i	-2	3	-14	i
CCCSc1cc(NCCOC(C)=O)c([N+](=O)[O-])c2nonc12	i	i	i	i	i	i	i	-1	-5	-3	i
Cn1nc(CC(=O)NC2CCCCC2)c2ccccc2c1=O	i	i	i	i	i	i	i	1	8	-11	i
COc1c(C)oc2cc(O)ccc2c1=O	i	i	i	i	i	i	i	-55	4	-4	i
COc1ccc(/C=N/NS(=O)(=O)c2ccc(F)cc2)cc1CN1CCSCC1	i	i	i	i	i	i	i	5	7	-6	i
O=C(NC1CCCN(Cc2ccc(Cl)cc2)C1)C1CCC1 (configuration not stated)	i	i	i	i	136*	i	i	0	-4	-3	i
COc1ccc(C(C)=O)cc1CC(=O)N(Cc1ccccc1)c1ccccc1	i	i	i	i	i	i	i	9	7	-17	i
Cc1nc2sc(C(c3cccc(F)c3)N3CC(C)OC(C)C3)c(O)n2n1 (configuration not stated)	i	i	i	i	i	i	i	2	-2	-10	i
NC(=O)CC(NC(=O)Cc1cccc2ccccc12)c1ccc(NCc2ccc(F)cc2)c([N+](=O)[O-])c1 (configuration not stated)	i	i	i	i	i	i	i	-5	1	-4	i

Not all compounds are listed; the hit share may differ from the screen's.
